PfG6PD inh: PfG6PD (Plasmodium falciparum) enzyme inhibition; 350,000 tested, 0.78% active; inhibition, % at 20 µM; PfGluPho enzyme, NADPH resazurin-diaphorase fluorescence;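 active = inhibition reaching at least a set limit at 20 µM in the primary screen, cut at about 59% in these data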;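 also: 0% = DMSO wells with substrate and 100% = DMSO wells lacking glucose-6-phosphate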
HKDC1 inhibitor: blocks human hexokinase HKDC1 activity; Q2TB90; recombinant HKDC1, G6PDH/diaphorase resazurin coupled fluorescence; inhibition, % at 20 µM; 340,000 tested, 0.16% active;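 active = inhibition above about 35% when tested at 20 µM, limit read from the data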;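 also: plate controls were DMSO wells with enzyme for no effect and DMSO wells lacking enzyme for full effect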
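Test system: HK5 enzyme. Quantity: 5 µg/mL HK5 final. Reagent: glucose and ATP substrates. Schedule: 90 min reaction incubation at room temperature, dark. Technique: resazurin-to-resorufin fluorescence via G6PDH and diaphorase coupling, 525/613 nm. Control set: DMSO wells with and without enzyme mix.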
SENP6 inh: SENP6 protease inhibition | AID 2599 | 330,000 tested, 1.8% active | Q9GZR1 | inhibition, % at 10 µM | Recombinant SENP6 catalytic domain, aminoluciferin luminescence;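 active = inhibition above about 50% at the single tested dose, limit read from the data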;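 also: plate controls were DMSO wells with enzyme for no effect and DMSO wells lacking enzyme for full effect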
GRIN3A LBD mod: modulators (binders) of human NR3A ligand-binding domain | NR3A LBD differential scanning fluorimetry, Tm shift; 0% = protein alone, 100% = glycine-bound protein | Tm shift relative to glycine control, % at 25 µM | 340,000 tested, 2.5% active | AID 1259313;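 active = melting temperature shift of at least 10% of the positive control shift, at one fixed dose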
ATG4B inh: inhibitors of human ATG4B cysteine protease; Q9Y4P1; ATG4B cleavage of LC3-PLA2, NBD-HPC fluorescence, 1 h; inhibition, % at 8.33 µM; 340,000 tested, 0.51% active; AID 504462; in the data active = inhibition above about 40%
Target sequence (Q9Y4P1 whole entry, looked up): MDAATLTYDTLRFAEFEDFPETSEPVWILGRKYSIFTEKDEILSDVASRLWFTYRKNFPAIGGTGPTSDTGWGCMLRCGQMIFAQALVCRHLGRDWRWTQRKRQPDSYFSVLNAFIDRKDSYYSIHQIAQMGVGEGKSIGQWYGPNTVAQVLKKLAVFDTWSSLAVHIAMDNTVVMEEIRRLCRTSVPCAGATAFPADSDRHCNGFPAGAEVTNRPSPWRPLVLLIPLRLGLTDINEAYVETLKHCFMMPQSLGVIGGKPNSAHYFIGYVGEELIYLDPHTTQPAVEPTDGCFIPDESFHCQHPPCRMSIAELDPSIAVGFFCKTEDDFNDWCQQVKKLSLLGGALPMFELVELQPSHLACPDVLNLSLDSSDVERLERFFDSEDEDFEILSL
MPTP block: permeability transition pore inhibition; isolated mouse mitochondria, Ca2+ swelling absorbance, 30 min; inhibition, % at 10 µM; 360,000 tested, 1.4% active;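 active = inhibition of 50% or more, scaled per plate between neutral and stimulator controls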;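 also: 0% = DMSO wells given calcium and 100% = 1 mM EGTA wells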
SENP7 inh: inhibitors of human SENP7 protease; recombinant SENP7, Z-RLRGG-aminoluciferin luminescence, 40 min; inhibition, % at 5 µM; 330,000 tested, 1.5% active;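 active = inhibition above about 50% at the single test dose, limit read from the data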;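 also: plate controls were DMSO with enzyme for no effect and no enzyme buffer wells for full effect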
Target sequence (Q9BQF6 706-1050 limits assumed): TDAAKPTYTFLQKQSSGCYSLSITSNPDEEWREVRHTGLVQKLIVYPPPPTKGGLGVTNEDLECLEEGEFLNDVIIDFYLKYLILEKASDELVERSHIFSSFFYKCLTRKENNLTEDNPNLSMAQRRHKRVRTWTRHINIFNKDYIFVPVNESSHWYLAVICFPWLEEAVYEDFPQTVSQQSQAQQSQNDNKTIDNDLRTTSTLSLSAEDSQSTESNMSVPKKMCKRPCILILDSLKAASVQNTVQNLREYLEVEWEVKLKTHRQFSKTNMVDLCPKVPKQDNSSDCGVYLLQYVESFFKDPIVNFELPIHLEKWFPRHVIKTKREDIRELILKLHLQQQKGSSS
SENP8 inh: blocks human SENP8 cleavage of Nedd8 substrate; recombinant SENP8, Nedd8 substrate fluorescence; inhibition, % at 20 µM; 360,000 tested, 0.64% active; AID 602440; in the data active = inhibition mostly above about 40%, no sharp cut-off; inactive = mostly below about 27%
Target sequence (Q96LD8 whole entry, looked up): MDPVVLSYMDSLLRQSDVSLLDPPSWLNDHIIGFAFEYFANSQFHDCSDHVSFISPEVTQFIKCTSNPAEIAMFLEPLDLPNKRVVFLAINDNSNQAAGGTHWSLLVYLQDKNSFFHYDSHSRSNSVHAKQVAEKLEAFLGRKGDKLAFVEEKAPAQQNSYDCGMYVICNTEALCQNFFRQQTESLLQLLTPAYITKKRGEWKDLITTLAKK
Numbers without * were called inactive.

SMILES	PfG6PD inh	HKDC1 inhibitor	SENP6 inh	GRIN3A LBD mod	ATG4B inh	MPTP block	SENP7 inh	SENP8 inh
CCNS(=O)(=O)c1ccc(NC(=O)c2ccc(Cn3cc([N+](=O)[O-])cn3)o2)cc1	-13	-4	3	-1	-6	-0.1	6	-9
N/C(=C\C(=O)c1cc(Cl)ccc1O)C(Cl)(Cl)Cl	-10	4	-29	0	-10	5.0	3	1
O=c1c2ccccc2nnn1CSc1ccccc1F	19	-10	49	11*	-5	1.9	68*	12
CCOC(=O)c1cccc(NC(=O)CSc2nnc(C3CCCCC3)n2C)c1	20	-3	-6	-1	-11	-0.3	1	16
O=C(Nc1cccnc1)c1ccc2ccccc2c1O	31	14	94*	-7	-3	1.0	88*	-496
O=C(COc1ccccc1F)Nc1ccc(S(=O)(=O)Nc2nccs2)cc1	-27	0	-24	-24	-13	0.1	-7	15
NC(=O)c1ccsc1NC(=O)COC(=O)CCCOc1ccccc1	7	-2	-1	0	-2	-0.9	6	0
CCOC(=O)C1(Cc2cccc(Cl)c2)CCCN(C(=O)c2cn[nH]c2)C1 (stereo not drawn)	2	3	-6	-1	16	0.1	12	6
Cc1ccc(C(=O)N(Cc2nc(-c3ccc(C)cc3)no2)C(C)C)cc1	0	1	14	-1	1	0.0	-2	5
N#Cc1c(NC(=O)C2CC=CCC2C(=O)O)sc2c1CCCCCC2 (stereo not drawn)	-44	-1	7	1	4	2.4	2	9
COc1cccc2[nH]c3c(=O)[nH]cnc3c12	17	0	19	-1	-5	4.6	6	-284
Cc1ccc(C)n1-n1cnc2sc3c(c2c1=O)CCC3	-8	4	-26	0	7	-1.2	6	8
CCCC(NC(=O)C(C)NC(=O)CO/N=C1\C=C2CCC3C4CCC(C(C)=O)[C@@]4(C)CCC3[C@@]2(C)CC1)C(=O)O (stereo partly drawn)	-4	-1	15	-2	-1	0.8	7	19
CC(=O)c1ccc2c(c1)OCCOCCOc1ccc(C(C)=O)cc1OCCOCCO2	1	-1	-18	0	-3	3.5	18	19
O=C(CSc1ccc(-c2ccco2)nn1)N1CCCCCC1	-2	-4	-9	-5	1	-0.1	6	-3
Cc1cc(C(=O)COc2ccccc2C(N)=O)c(C)n1C	-4	-1	-114	-1	5	1.6	-10	-2
COc1ccc(C2(O)CCN(CCCCOc3ccccc3)CC2)cc1	-10	6	-12	-5	3	0.2	-7	-32
CCC(CC)NC(=O)COc1ccc(OC)cc1C=O	-6	-3	-16	-2	5	-0.6	-5	-291
O=C(NCc1ccco1)[C@@H]1CSC2c3ccccc3C(=O)N21 (stereo partly drawn)	17	2	-18	5	15	0.9	-1	18
Cc1ccc(OCC(=O)Nc2cccc3c2CCCC3)cc1C	7	2	-20	0	12	-0.3	4	15
O=C(CNC(=O)c1cccc(OC(F)F)c1)Nc1ccc(Cl)cc1	-4	1	3	1	-6	1.0	4	8
CC(C)(C)NC(=O)C1CCCN(S(=O)(=O)c2cccc3cccnc23)C1 (stereo not drawn)	-11	2	-9	-2	3	-0.2	8	15
Cc1cc(C(=O)Nc2sc3c(c2C#N)CCC(C(C)(C)C)C3)no1 (stereo not drawn)	-15	-7	-24	-1	3	2.0	3	-64
O=C(O)CCC1OC(=O)C(O)=C1c1ccccc1 (stereo not drawn)	12	-2	-3	0	-5	2.4	5	40*
Cc1cc(NC(=O)C(C)SCC(=O)OCC(=O)N(Cc2ccccc2)C(C)(C)C)no1 (stereo not drawn)	-7	-2	7	-1	3	-0.3	-2	6
COc1cc(SC)ccc1C(=O)Nc1cccc(C2OCCCO2)c1	17	-4	-13	2	-6	0.1	-3	0
COCc1nc2ccccc2n1Cc1c(F)cccc1Cl	5	-6	-17	-2	0	1.7	-7	2
O=c1ccc(S(=O)(=O)N2CCCC2)cn1Cc1nc(-c2ccc(F)cc2)no1	7	-4	-10	0	-9	-2.0	-8	-181
CCOC(=O)Cn1cc(/C=N/N2C(=O)C3C4C=CC(C4)C3C2=O)c2ccccc21 (stereo not drawn)	-15	-5	1	0	-8	0.9	-3	7
CCc1ccc(S(=O)(=O)NCCOc2cccc3cccnc23)cc1	18	0	-14	-2	-10	0.2	-2	-8
CCOC(=O)c1ccccc1NC(=O)/C=C/c1cc(OC)c(OC)c(OC)c1	9	-7	0	-1	1	1.2	3	-454
S=C(NCc1ccccc1)NCc1ccc(CNC(=S)NCc2ccccc2)cc1	3	-8	-21	20*	39	79*	-15	23
CCCNC(=O)CSc1nccn1Cc1ccco1	6	-5	0	0	1	0.4	-2	7
CC1Cc2ccccc2N1Cc1ccc([N+](=O)[O-])cc1 (stereo not drawn)	9	0	-3	2	11	0.5	-4	22
O=[N+]([O-])c1cc([N+](=O)[O-])c(Oc2ccc(Br)cc2Br)cc1NN1CCCCC1	-7	3	-10	1	7	0.7	10	21
N#Cc1ccc(C(=O)OCC(=O)Nc2cccc(S(=O)(=O)NC3=NCCC3)c2)cc1	-11	3	-4	-3	-10	-0.8	-6	-12
O=C(N/N=C/c1cccs1)C1CC(=O)N(c2ccccc2)C1 (stereo not drawn)	-3	-6	1	-1	-3	-1.4	3	12
Cc1noc(C)c1C(=O)OC(C)C(=O)Nc1ccc2c(c1)OCO2 (stereo not drawn)	8	-5	-13	-1	-7	0.0	-2	12
O=C1N(C2CCCC2)C[C@@H]2C[C@@H](c3cccn3-c3ccccn3)N3CCC[C@@]123	-7	-5	5	-3	-4	2.7	-5	1
Cc1ccc(-n2nc3ccc(N)cc3n2)cc1Cl	-10	16	90*	-1	-5	1.7	22	-300

14 entries from above, with two lines to a compound.
Results follow in this order: PfG6PD inh	HKDC1 inhibitor	SENP6 inh	GRIN3A LBD mod	ATG4B inh	MPTP block	SENP7 inh	SENP8 inh
- CCNS(=O)(=O)c1ccc(NC(=O)c2ccc(Cn3cc([N+](=O)[O-])cn3)o2)cc1
 : -13	-4	3	-1	-6	-0.1	6	-9
- N/C(=C\C(=O)c1cc(Cl)ccc1O)C(Cl)(Cl)Cl
 : -10	4	-29	0	-10	5.0	3	1
- O=c1c2ccccc2nnn1CSc1ccccc1F
 : 19	-10	49	11*	-5	1.9	68*	12
- CCOC(=O)c1cccc(NC(=O)CSc2nnc(C3CCCCC3)n2C)c1
 : 20	-3	-6	-1	-11	-0.3	1	16
- O=C(Nc1cccnc1)c1ccc2ccccc2c1O
 : 31	14	94*	-7	-3	1.0	88*	-496
- O=C(COc1ccccc1F)Nc1ccc(S(=O)(=O)Nc2nccs2)cc1
 : -27	0	-24	-24	-13	0.1	-7	15
- NC(=O)c1ccsc1NC(=O)COC(=O)CCCOc1ccccc1
 : 7	-2	-1	0	-2	-0.9	6	0
- CCOC(=O)C1(Cc2cccc(Cl)c2)CCCN(C(=O)c2cn[nH]c2)C1 (stereo not drawn)
 : 2	3	-6	-1	16	0.1	12	6
- Cc1ccc(C(=O)N(Cc2nc(-c3ccc(C)cc3)no2)C(C)C)cc1
 : 0	1	14	-1	1	0.0	-2	5
- N#Cc1c(NC(=O)C2CC=CCC2C(=O)O)sc2c1CCCCCC2 (stereo not drawn)
 : -44	-1	7	1	4	2.4	2	9
- COc1cccc2[nH]c3c(=O)[nH]cnc3c12
 : 17	0	19	-1	-5	4.6	6	-284
- Cc1ccc(C)n1-n1cnc2sc3c(c2c1=O)CCC3
 : -8	4	-26	0	7	-1.2	6	8
- CCCC(NC(=O)C(C)NC(=O)CO/N=C1\C=C2CCC3C4CCC(C(C)=O)[C@@]4(C)CCC3[C@@]2(C)CC1)C(=O)O (stereo partly drawn)
 : -4	-1	15	-2	-1	0.8	7	19
- CC(=O)c1ccc2c(c1)OCCOCCOc1ccc(C(C)=O)cc1OCCOCCO2
 : 1	-1	-18	0	-3	3.5	18	19

(list continues)
SMILES	PfG6PD inh	HKDC1 inhibitor	SENP6 inh	GRIN3A LBD mod	ATG4B inh	MPTP block	SENP7 inh	SENP8 inh
CC(=O)CSc1cc(-c2ccccc2)nc2ncnn12	7	-5	-2	-2	-4	3.6	5	15
CCN(CCCNC(=O)C1CCC(=O)N1C1CCCC1)c1cccc(C)c1 (stereo not drawn)	-7	-7	14	0	-10	-0.3	6	30
Fc1ccc2c(c1)C(c1cccnc1)=NNC(c1cccs1)=N2	-4	-10	15	-4	-1	0.8	5	19
COc1ccc(C(=O)NCCc2c[nH]c3ccccc23)cc1OC	0	-5	2	7	0	0.7	5	5
CC(C)(C)OC(=O)N1CCC(c2c(C(=O)NCC3CCN(C4CCCC4)C3)cnn2-c2cccc(Cl)c2)CC1 (stereo not drawn)	2	-6	-5	-4	-7	-3.5	-4	27
CC(OC(=O)c1cccs1)C(=O)NCCc1ccccc1 (stereo not drawn)	5	-2	-16	1	-1	1.1	-5	14
Cn1c(CN2CCCC2)nc2cc(NC(=O)COc3ccc(Cl)cc3)ccc21	-5	5	-18	-4	-25	1.4	-3	-71
CC12CC3CC(C)(C1)CC(NCc1ccncc1)(C3)C2	-9	-5	-14	0	6	1.6	-1	1
Cc1ccccc1NC1c2ccccc2C(=O)N1Cc1ccco1 (stereo not drawn)	5	1	-4	-2	-10	1.2	18	13
COc1ccc(Cn2c(C)c(C)c(C#N)c2NC(=O)Nc2cccc(C)c2)cc1	11	0	-8	-1	-1	2.0	1	25
CCCS(=O)(=O)c1ccc(COC(=O)c2ccc(NC(C)=O)cc2)cc1	-3	5	-21	-2	1	1.5	-7	0
OCCN1CCN(c2ncnc3ccc(Br)cc23)CC1	-6	-3	-1	-2	0	-1.3	6	18
CN1CC(c2ccccc2)C2(COc3ccccc3C2=O)C12C(=O)Nc1ccccc12 (stereo not drawn)	14	1	-18	-1	-4	3.0	-2	3
O=C(Cc1cccs1)NNC(=S)NCc1ccc(Cl)cc1	-5	-3	-6	-3	-4	-6.0	7	3
CC(OC(=O)/C=C/c1ccccc1)C(=O)N1CCc2ccccc21 (stereo not drawn)	1	-4	-14	0	10	-0.8	-6	-3
CN(C)S(=O)(=O)N1CCN(c2ccc([N+](=O)[O-])cc2)CC1	7	-2	7	1	2	0.3	4	12
O=C(CN(C(=O)CCC(=O)Nc1ccccn1)c1ccc(F)cc1)NCCc1ccccc1	0	-3	-7	-1	-5	-0.2	-7	3
COCc1cc(C)nc(SCC[N+](C)(C)CC(=O)c2ccc(Br)cc2)c1C#N	2	-9	-19	-1	2	26	-9	14
COc1ccc(OCc2cc(C(=O)NC(C)Cc3cccnc3)no2)c(Cl)c1 (stereo not drawn)	-2	-5	-9	6	-5	-0.3	2	20
O=C(CCN1C(=O)COc2ccccc21)NCCCN1CCc2ccccc2C1	-8	5	1	1	-1	-2.8	7	13

3 entries out of the list, ordered by molar mass, low to high:
SMILES	PfG6PD inh	HKDC1 inhibitor	SENP6 inh	GRIN3A LBD mod	ATG4B inh	MPTP block	SENP7 inh	SENP8 inh
O=C(Nc1cccnc1)c1ccc2ccccc2c1O	31	14	94*	-7	-3	1.0	88*	-496
NC(=O)c1ccsc1NC(=O)COC(=O)CCCOc1ccccc1	7	-2	-1	0	-2	-0.9	6	0
CCOC(=O)c1cccc(NC(=O)CSc2nnc(C3CCCCC3)n2C)c1	20	-3	-6	-1	-11	-0.3	1	16

Carrying on.
SMILES	PfG6PD inh	HKDC1 inhibitor	SENP6 inh	GRIN3A LBD mod	ATG4B inh	MPTP block	SENP7 inh	SENP8 inh
CCOC(=O)c1c(S(=O)(=O)NCc2cccs2)c(C)n(C)c1C	0	-1	-2	-1	-3	-1.3	-3	1
CCOC(=O)C1=C(C)NC2=C(C(=O)CCC2)C1c1cccnc1 (stereo not drawn)	0	9	-5	-5	1	1.8	0	-276
CC(C(=O)Nc1cccnc1)n1cc([N+](=O)[O-])cn1 (stereo not drawn)	4	-2	-8	1	-1	1.0	4	38
CC1CCCCC1NC(=O)c1ccc(CNc2c(N3CCCC3)c(=O)c2=O)cc1 (stereo not drawn)	-6	-7	11	-2	1	0.1	9	2
NC(=O)N1OCC2COc3ccc4ccccc4c3C21 (stereo not drawn)	-7	-10	0	-1	1	-1.7	10	20
